NFkB transloc pot = enhances IL-1B driven NFkB nuclear translocation. HUVEC IL-1B NFkB p65 nuclear translocation imaging. activation, % at 2 µM. 94,000 tested, 0.3% active. AID 819;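 active = activation above 40%, about the mean plus 3 SD, also judged a hit on visual image review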;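 also: percent activation is computed from the nuclear over cytoplasmic p65 intensity ratio; values of inactives mirror those of a sister screen read the other way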
Bcl-B TR3 displacers = displacers of TR3 peptide from Bcl-B, primary screen, selectivity assay for Bfl-1 inhibitor project, biochemical, fluorescence polarization; AID 748; FP displacement of FITC-TR3 peptide from Bcl-B; higher % means a stronger effect; 96,000 tested, 0.11% active; one-dose displacement, % at 20 µM; IC50 in µM for titrated hits;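 active = displacement above 50% at 20 µM plus a fluorescence interference ratio under 1.5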;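 also: plate controls were wells without compound for no effect and wells lacking Bcl-B protein for full effect; a part of the inactive calls stands beside numbers as strong as those of hits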
PLAP inhibitors HTS = inhibition of human placental alkaline phosphatase – biochemical, luminescence, HTS (AID 690); purified PLAP, luminescent substrate; higher % means a stronger effect; one-dose inhibition, % at 20 µM; IC50 in µM for titrated hits; 96,000 tested, 0.08% active; in the data active = a potency from the dose series; inactive = the rest, 99 in 100 with inhibition below about 30%; also: strong numbers were not always called active
NFkB transloc inh = blocks IL-1B driven NFkB nuclear translocation in HUVEC cells | HUVEC IL-1B NFkB p65 nuclear translocation imaging | inhibition, % at 2 µM | 94,000 tested, 0.43% active;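 active = inhibition above about 30% together with a positive call from visual inspection of the well image, limit read from the data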;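 also: nuclear over cytoplasmic p65 intensity ratio measured by imaging; 0% = IL-1B stimulated DMSO wells and 100% = unstimulated DMSO wells; values of inactives mirror those of a sister screen read the other way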
MRP reversal = compounds reversing MRP-mediated drug resistance | H69AR cells + 2 uM doxorubicin, CellTiter-Glo, 72 h | differential viability (reversal), % at 10 µM | 85,000 tested, 0.04% active | AID 602;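 active = viability drop by adding the cancer drug above about 55%, with treated viability meeting a 40% cutoff, limit read from the data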;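 also: viability without doxorubicin minus viability with 2 µM doxorubicin for each compound; larger differential means the compound sensitizes cells more to doxorubicin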
MRP reversal cytotoxicity = further read-out of MRP reversal, marked with its call; viability, %; H69AR cells, CellTiter-Glo, 72 h; measured here: cytotoxicity without doxorubicin
MRP reversal with doxorubicin = recorded beside MRP reversal, whose call it bears; viability, %; measured here: viability with 2 uM doxorubicin; stronger effect = lower value
NFkB transloc inh cell count 2 µM = further read-out of NFkB transloc inh, marked with its call; cell count; measured here: cells passing quality filter;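 raw number of nuclei counted in each imaged well without normalization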
NFkB transloc pot cell count 2 µM = further read-out of NFkB transloc pot, marked with its call; cell count; measured here: cells passing quality filter
The depositor's hits bear a star; / = no result given.

SMILES	NFkB transloc pot	NFkB transloc pot cell count 2 µM	Bcl-B TR3 displacers	PLAP inhibitors HTS	NFkB transloc inh	NFkB transloc inh cell count 2 µM	MRP reversal	MRP reversal cytotoxicity	MRP reversal with doxorubicin
Cc1ccccc1NS(=O)(=O)c1ccc(NC(=O)c2nc3ncccn3n2)cc1	33	155	-5%	10%	-33	155	/	/	/
CC1CCCCN1Cc1c(C#N)c2ccccc2n1C (configuration not stated)	26	71	-3%	10%	-26	71	29	101	72
C=CCn1c(COc2ccccc2)nnc1SCC(=O)N/N=C/c1ccc(C)cc1	15	159	0%	-17%	-15	159	/	/	/
COC(=O)c1cc(Br)c(=O)n(-c2ccc(OC)cc2)c1	13	161	-3%	20%	-13	161	5	109	104
CCCNC(=O)C(=O)c1cccn1-c1ccsc1C(=O)OC	/	/	-4%	-5%	/	/	0	97	98
CCn1c(SCCN2CCCCC2)nnc1-c1ccc(S(=O)(=O)N2CCOCC2)cc1	-1	138	-1%	-44%	1	138	11	92	82
Cc1nn(-c2cc(Cl)ccc2N)c(=O)c2ccccc12	14	85	-6%	-10%	-14	85	7	104	98
CCOC(=O)CN1C(=O)SC(CC(=O)Nc2nccs2)C1=O (configuration not stated)	-16	64	4%	-59%	16	64	5	87	82
Cc1cc(=O)oc2cc(OCC(=O)N3CCCc4ccccc43)ccc12	-5	104	2%	31%	4	104	20	90	70
CSC(=NS(=O)(=O)c1ccccc1)SC	-4	168	-7%	5%	4	168	-12	78	90
CN(C)CCN1C(=O)c2oc3ccccc3c(=O)c2C1c1cccc(Br)c1 (configuration not stated)	2	116	2%	-58%	-2	116	/	/	/
N#Cc1ccccc1NC(=O)CNc1ccccc1N1CCCCC1	14	141	-12%	21%	-14	141	/	/	/
CCCS(=O)(=O)c1nc(S(=O)(=O)c2ccc(C)cc2)c(N2CCCC2)s1	10	190	2%	-15%	-10	190	-4	91	95
C=CCn1c(=O)c(C#N)cc2c(=O)n3ccccc3nc21	7	65	-16%	2%	-6	65	2	95	93
N#CC(=C1N=c2ccccc2=N1)c1c(O)[nH]c2ccccc12	-13	193	24%	25%	13	193	/	/	/
Cc1c(CCO)c(=O)[nH]n1C(=O)c1ccc(F)cc1	5	161	-1%	-2%	-5	161	/	/	/
O=C(COC(=O)C1CCN(C(=O)c2ccc(Cl)cc2)CC1)c1ccco1	5	98	16%	-28%	-5	98	13	96	83
O=C(Nc1ccc(F)cc1)N(CCCN1CCOCC1)Cc1cc2cc3c(cc2[nH]c1=O)OCCO3	-3	162	2%	-66%	3	162	-6	61	67
Oc1ccc(Cl)cc1-c1cc(C(F)(F)C(F)F)nc(-c2ccccc2)n1	8	135	-8%	12%	-8	135	16	48	32
CS/C(=N\S(=O)(=O)c1cccs1)Nc1ccc(N2CCOCC2)cc1	-13	111	-6%	-1%	13	111	-12	73	86

2 entries drawn at random from those above, as already listed:
SMILES	NFkB transloc pot	NFkB transloc pot cell count 2 µM	Bcl-B TR3 displacers	PLAP inhibitors HTS	NFkB transloc inh	NFkB transloc inh cell count 2 µM	MRP reversal	MRP reversal cytotoxicity	MRP reversal with doxorubicin
CCCNC(=O)C(=O)c1cccn1-c1ccsc1C(=O)OC	/	/	-4%	-5%	/	/	0	97	98
CCOC(=O)CN1C(=O)SC(CC(=O)Nc2nccs2)C1=O (configuration not stated)	-16	64	4%	-59%	16	64	5	87	82

Other results follow:
SMILES	NFkB transloc pot	NFkB transloc pot cell count 2 µM	Bcl-B TR3 displacers	PLAP inhibitors HTS	NFkB transloc inh	NFkB transloc inh cell count 2 µM	MRP reversal	MRP reversal cytotoxicity	MRP reversal with doxorubicin
CCOc1ccc(Cl)cc1CNCCNCCO	-3	157	8%	-18%	2	157	/	/	/
CSc1nc(-c2ccccc2)nc(N2CCCC2)c1C(C)=O	-5	113	-5%	10%	5	113	13	91	78
c1ccc(-n2ncc3c(NCc4cccs4)ncnc32)cc1	/	/	-15%	17%	/	/	-7	61	68
COc1ccccc1-c1c(C)oc2cc(OC(=O)c3ccco3)ccc2c1=O	-1	161	-2%	-4%	1	161	-7	89	97
N#Cc1c(N)[nH]c(=S)c(C#N)c1-c1ccccc1	-15	165	-18%	0%	15	165	21	98	77
COc1ccc(-c2[nH]ncc2-c2ccc(Cl)cc2)c(O)c1	17	123	-8%	-100%	-17	123	-27	14	41
N#Cc1ccc(CSc2nnc(-c3cnccn3)o2)cc1	8	187	-10%	14%	-8	187	-15	88	104
NNC(=O)CN1C(=O)Nc2ccc(Br)cc2C1c1ccccc1 (configuration not stated)	8	105	/	/	-8	105	1	98	97
CN(C)c1ccc(N=Cc2nc(-c3ccccc3)oc2O)cc1	0	199	1%	-8%	0	199	/	/	/
Cc1cccc(NC(=O)CSc2ncnc3nc[nH]c23)c1C	1	143	-6%	-2%	-1	143	/	/	/
COC(=O)c1ccccc1NC(=O)N1CCCC1	1	155	-4%	10%	-1	155	-37	53	89
O=C(NC1CCCc2ccccc21)c1ccc(CNc2c(N3CCOCC3)c(=O)c2=O)cc1 (configuration not stated)	4	50	/	/	-4	50	2	85	83
COCCCN1C(=O)C(O)=C(C(=O)c2ccco2)C1c1ccccc1 (configuration not stated)	/	/	-4%	-2%	/	/	4	95	91
CC(=O)Nn1cc2c(=O)n(C)c(=O)n(C)c2c1	4	214	6%	-38%	-4	214	3	102	99
Nc1nonc1C(=Nc1ccc(Br)cc1)NO	7	191	0%	5%	-7	191	15	99	85
CC1CC2(CCCCC2)Nc2c1ccc1ccccc21 (configuration not stated)	-10	92	/	/	10	92	5	99	94
CCOC(=O)C(Cc1ccccc1)NC(=O)CCc1c(C)nc2ncnn2c1C (configuration not stated)	-13	118	-4%	9%	13	118	11	96	86
CN1/C(=C\C(=O)C(F)F)C(C)(C)c2ccccc21	-11	104	-2%	-14%	11	104	11	106	95
COc1ccccc1C(=O)Nc1cc(-c2nn3c(C)nnc3s2)ccc1C	3	87	/	/	-3	87	/	/	/
CCOC(=O)c1sc2nc3c(cc2c1N)COC(C)(C)C3	8	112	/	/	-8	112	6	78	72
Cc1cc(-c2ccccc2)nc(N2CCN(c3ccccn3)CC2)n1	-11	164	19%	5%	11	164	12	84	72
O=C(N/N=C/c1cccc([N+](=O)[O-])c1)c1ccc2c(c1)OCCO2	-6	65	8%	-20%	6	65	/	/	/
COc1ccc(S(=O)(=O)N2CCN(c3ccc(C)cc3C)CC2)cc1OC	36	66	2%	-44%	-36	66	20	99	79
CCc1ccc(-c2cc(C(=O)N3N=C(C(F)F)CC3(O)C(F)F)c3ccccc3n2)cc1 (configuration not stated)	-7	147	9%	-26%	7	147	/	/	/
COc1ccc(-c2nnn(CC(=O)NCCc3c[nH]c4ccccc34)n2)cc1OC	-4	153	1%	-2%	4	153	/	/	/
Cc1cccc[n+]1CC(=O)Nc1ccc([N+](=O)[O-])cc1Cl	-8	131	-6%	-4%	8	131	/	/	/
O=C(COc1ncnc2ccc(Br)cc12)Nc1ccc(N2CCOCC2)cc1	-4	102	-2%	-50%	4	102	-3	83	86
Cc1ccc(CNC(=O)C2c3ccccc3C(=O)N3CCc4ccccc4C23)o1 (configuration not stated)	4	214	12%	-13%	-4	214	-14	55	69
CCc1ccc(CNCCSc2nnnn2C)cc1	6	58	-3%	-6%	-6	58	12	96	84
O=C(CN1CCN(c2nc(-c3ccccc3)cs2)CC1)NCc1ccc2c(c1)OCO2	34	109	-12%	-73%	-34	109	14	100	86
Cc1ccc(NC(=O)Nc2nc(-c3ccc(C)s3)cs2)cc1	0	100	-7%	3%	0	100	/	/	/
COc1ccc(N2CCN(S(=O)(=O)c3cccc(C(F)(F)F)c3)CC2)cc1	2	180	-5%	9%	-2	180	-1	100	100
CCOC(=O)c1[nH]c(C)c(C(=O)C(C)C)c1C	/	/	16%	7%	/	/	13	98	85
CCC(CC)C(=O)NCCc1cc2cc(C)c(C)cc2[nH]c1=O	/	/	1%	11%	/	/	-19	61	80
O=C(Cn1c(SCC(=O)NC2CCCC2)nnc1-c1ccncc1)Nc1ccc2c(c1)OCO2	-1	179	4%	-8%	1	179	-5	87	92
CC1CCN(c2c(NCC3CCC(C(=O)N4CCc5ccccc5C4)CC3)c(=O)c2=O)CC1 (configuration not stated)	1	133	4%	-39%	-1	133	/	/	/
CCOC(=O)c1sc(NC(=O)CSc2nc(C)cc(-c3ccccc3)n2)c(C#N)c1C	-11	85	4%	-36%	11	85	/	/	/
O=C(Nc1cccc(C(F)(F)F)c1)c1ccc2nc(-c3ccco3)c(-c3ccco3)nc2c1	11	165	20%	-82%	-11	165	-24	32	55
CCOC(=O)c1sc(=S)n(-c2cc(F)ccc2F)c1N	-11	116	-6%	5%	10	116	-2	92	94
CC1(C(=O)Nc2nnc(C(C)(C)C)s2)Cc2ccccc2C(=O)O1 (configuration not stated)	-11	141	0%	-6%	11	141	-3	91	94

Next part (7 carried over from the part before).
SMILES	NFkB transloc pot	NFkB transloc pot cell count 2 µM	Bcl-B TR3 displacers	PLAP inhibitors HTS	NFkB transloc inh	NFkB transloc inh cell count 2 µM	MRP reversal	MRP reversal cytotoxicity	MRP reversal with doxorubicin
CCC(CC)C(=O)NCCc1cc2cc(C)c(C)cc2[nH]c1=O	/	/	1%	11%	/	/	-19	61	80
O=C(Cn1c(SCC(=O)NC2CCCC2)nnc1-c1ccncc1)Nc1ccc2c(c1)OCO2	-1	179	4%	-8%	1	179	-5	87	92
CC1CCN(c2c(NCC3CCC(C(=O)N4CCc5ccccc5C4)CC3)c(=O)c2=O)CC1 (configuration not stated)	1	133	4%	-39%	-1	133	/	/	/
CCOC(=O)c1sc(NC(=O)CSc2nc(C)cc(-c3ccccc3)n2)c(C#N)c1C	-11	85	4%	-36%	11	85	/	/	/
O=C(Nc1cccc(C(F)(F)F)c1)c1ccc2nc(-c3ccco3)c(-c3ccco3)nc2c1	11	165	20%	-82%	-11	165	-24	32	55
CCOC(=O)c1sc(=S)n(-c2cc(F)ccc2F)c1N	-11	116	-6%	5%	10	116	-2	92	94
CC1(C(=O)Nc2nnc(C(C)(C)C)s2)Cc2ccccc2C(=O)O1 (configuration not stated)	-11	141	0%	-6%	11	141	-3	91	94
CCOC(=O)Cc1csc(NC(=O)CS(=O)(=O)Cc2ccccc2)n1	-13	60	0%	-10%	13	60	-9	94	102
N#Cc1c(-c2ccco2)nc(SCC(=O)Nc2ccc(S(N)(=O)=O)cc2)[nH]c1=O	6	138	2%	6%	-6	138	/	/	/
COC(=O)CCN(C(=O)c1ccc(OC(C)=O)cc1)c1ccccn1	1	172	-2%	13%	-1	172	-16	90	106
CCCC1c2ccc(C)n2CCN1C(=O)Nc1ccc(F)cc1 (configuration not stated)	14	194	-1%	-5%	-14	194	/	/	/
CCn1c(CC(=O)Nc2cccc(OC)c2)nnc1SCC(=O)N1CCN(c2ccccc2)CC1	-5	83	-6%	-48%	5	83	6	97	91
Clc1ccc(CSc2nncn2-c2ccccn2)cc1	10	137	10%	20%	-10	137	3	106	103
Cc1cccc(C)c1OCCSc1n[nH]c(N)n1	6	184	-5%	-101%	-6	184	/	/	/
Cc1ccccc1NC(=S)NCCc1ccccn1	5	168	9%	22%	-5	168	/	/	/
O=C(OC(C(=O)NCC1CCCO1)c1ccccn1)c1cccs1 (configuration not stated)	-2	188	-11%	9%	2	188	-9	94	103
CCOCCCN1C(=O)C(O)=C(C(C)=O)C1c1cccs1 (configuration not stated)	-9	156	/	/	9	156	-4	92	97
COc1cc(S(=O)(=O)N2CCOCC2)ccc1NC(=O)COC(=O)c1ccccn1	-18	45	-6%	4%	18	45	3	94	91
CC(=O)Nc1cccc(-c2nnc(SCC(=O)n3c4c(c5ccccc53)CCCC4)n2C)c1	10	155	-10%	-63%	-10	155	8	100	92
COC(=O)c1c(-c2cccc(C)c2)csc1N	-1	91	-2%	-3%	1	91	-3	93	96
CCOC(=O)N1CCN(c2cc(=O)n(-c3ccccc3Cl)c(=O)[nH]2)CC1	-1	82	1%	12%	1	82	4	95	91
O=C1CC(c2ccccc2)CC(O)=C1C=NCc1ccc(Cl)c(Cl)c1 (configuration not stated)	-3	149	-3%	3%	4	149	/	/	/
COc1ccc(Nc2nc(C(C)(C)C)nc3c2nnn3Cc2ccccc2Cl)cc1OC	11	138	/	/	-11	138	-13	57	70
Cc1ccc2cccc(NC(=O)c3ccc(Br)o3)c2n1	18	95	6%	-10%	-18	95	/	/	/

Assay outcomes (PubChem BioAssay)

A portion of the library; count on the stated rates, not on these rows.
